SENP1 FRET inh: human SENP1 catalytic domain inhibitors, primary screen, biochemical, FRET, uHTS. Sentrin-specific protease 1 (Homo sapiens), Q9P0U3. recombinant SENP1 catalytic domain, CyPet-SUMO1-YPet FRET cleavage. inhibition, % at 10 µM. 360,000 compounds, 0.21% hits;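 active = inhibition at least 30% at 10 µM, raw YFP signal under a set limit, fluorescence ratio 0.5 to 1.5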;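 note: 0% = enzyme with DMSO and 100% = no enzyme wells; some results filed as inactive read as strong as hits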
Target sequence (Q9P0U3 419-644 limits assumed): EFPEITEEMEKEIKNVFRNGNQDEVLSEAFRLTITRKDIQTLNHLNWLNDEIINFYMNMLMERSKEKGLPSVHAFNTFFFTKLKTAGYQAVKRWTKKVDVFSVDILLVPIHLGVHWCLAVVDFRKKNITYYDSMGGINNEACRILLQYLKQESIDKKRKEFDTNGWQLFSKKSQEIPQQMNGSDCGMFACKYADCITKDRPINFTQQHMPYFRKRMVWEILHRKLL
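Controls: no-enzyme wells low, DMSO-plus-enzyme wells high control. Test system: human recombinant His6-tagged SENP1 catalytic domain enzyme. Reagent: SFCypet-SUMO1-SFYpet FRET protein substrate, 25 nM final. Doses: one dose per compound, 10 µM, 0.5% DMSO. Detection: FRET, CFP and YFP emission. Timing: 50 min reaction at room temperature.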
SENP6 inh: SENP6 protease inhibitors, primary screen, biochemical, luminescence, uHTS | Sentrin-specific protease 6 (Homo sapiens), Q9GZR1 | 330,000 compounds, 1.8% hits | Recombinant SENP6 catalytic domain, aminoluciferin luminescence | inhibition, % at 10 µM;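 active = inhibition above about 50% at the single tested dose, limit read from the data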;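 note: plate controls were DMSO wells with enzyme for no effect and DMSO wells lacking enzyme for full effect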
Target sequence (Q9GZR1 628-1112 limits assumed): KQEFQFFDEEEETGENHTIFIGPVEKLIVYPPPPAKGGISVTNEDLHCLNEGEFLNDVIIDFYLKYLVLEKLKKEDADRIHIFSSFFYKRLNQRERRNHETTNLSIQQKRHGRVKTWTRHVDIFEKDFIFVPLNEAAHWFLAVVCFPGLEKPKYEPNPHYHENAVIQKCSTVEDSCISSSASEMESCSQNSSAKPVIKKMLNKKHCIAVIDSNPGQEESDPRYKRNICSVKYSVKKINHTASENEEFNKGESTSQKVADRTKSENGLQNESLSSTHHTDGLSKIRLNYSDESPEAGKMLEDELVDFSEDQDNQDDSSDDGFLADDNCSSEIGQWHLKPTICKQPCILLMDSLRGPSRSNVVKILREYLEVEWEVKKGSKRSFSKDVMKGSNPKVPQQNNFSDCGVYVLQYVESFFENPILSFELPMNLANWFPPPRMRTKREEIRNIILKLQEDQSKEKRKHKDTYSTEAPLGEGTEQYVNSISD
HKDC1 inh: HKDC1 hexokinase inhibitors, primary screen, biochemical, fluorescence, uHTS | 340,000 compounds, 0.16% hits | inhibition, % at 20 µM | AID 493160, 2011 | recombinant HKDC1, G6PDH/diaphorase resazurin coupled fluorescence;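 active = inhibition above about 35% when tested at 20 µM, limit read from the data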;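 note: plate controls were DMSO wells with enzyme for no effect and DMSO wells lacking enzyme for full effect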
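Material: recombinant HKDC1 hexokinase; Amount: HKDC1 at 5 µg/mL; Medium: Tris pH 8.0 buffer with MgCl2, Tween-20, BSA, BME; Schedule: 90 min reaction incubation at room temperature, dark; Technique: coupled resazurin fluorescence, excitation 525 nm, emission 613 nm.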
PfGluPho inh: PfG6PD enzyme inhibitors, primary screen, biochemical, fluorescence intensity, uHTS | 350,000 compounds, 0.78% hits | inhibition, % at 20 µM | glucose-6-phosphate dehydrogenase-6-phosphogluconolactonase (Plasmodium falciparum 3D7) | PfGluPho enzyme, NADPH resazurin-diaphorase fluorescence;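 active = inhibition reaching at least a set limit at 20 µM in the primary screen, cut at about 59% in these data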;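 note: 0% = DMSO wells with substrate and 100% = DMSO wells lacking glucose-6-phosphate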
Apaf1 inhib: inhibitors of human Apaf-1 apoptosome, primary screen, biochemical, DEVD-Rh110 fluorescence, uHTS. inhibition, % at 20 µM. 330,000 compounds, 0.71% hits. reconstituted apoptosome caspase-3 activity. Apoptotic protease-activating factor 1 (Homo sapiens), O14727; active = inhibition of at least 40% at 20 µM;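 note: plate controls were DMSO wells for no effect and DEVD-CHO caspase inhibitor wells for full effect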
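Assay system: Apoptosome proteins | Medium: pH 7.5 Hepes buffer with CHAPS, BSA, DTT | Also added: Cytochrome c and DEVD-Rh110 substrate | Times: 30 min plus 50 min, RT | Detection: Rhodamine 110 fluorescence at Ex 480/Em 540 nm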
SENP7 inh: SENP7 protease inhibitors, primary screen, biochemical, luminescence, uHTS. Sentrin-specific protease 7 (Homo sapiens), Q9BQF6. recombinant SENP7, Z-RLRGG-aminoluciferin luminescence, 40 min. inhibition, % at 5 µM. 330,000 compounds, 1.5% hits. AID 434973, 2010;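 active = inhibition above about 50% at the single test dose, limit read from the data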;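 note: plate controls were DMSO with enzyme for no effect and no enzyme buffer wells for full effect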
Target sequence (Q9BQF6 706-1050 limits assumed): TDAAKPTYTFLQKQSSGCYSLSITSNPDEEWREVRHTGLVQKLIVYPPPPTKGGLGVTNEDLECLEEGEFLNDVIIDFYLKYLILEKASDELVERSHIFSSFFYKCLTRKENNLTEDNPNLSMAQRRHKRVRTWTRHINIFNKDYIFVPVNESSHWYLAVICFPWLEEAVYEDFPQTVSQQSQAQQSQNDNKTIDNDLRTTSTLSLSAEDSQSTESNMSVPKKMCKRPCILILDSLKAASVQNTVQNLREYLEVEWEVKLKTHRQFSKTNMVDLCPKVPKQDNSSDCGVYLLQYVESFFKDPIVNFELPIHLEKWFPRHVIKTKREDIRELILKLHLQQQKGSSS
SENP8 block-1: human SENP8 protease inhibitors, primary screen, biochemical, fluorescence, Nedd8 protein substrate, uHTS. Sentrin-specific protease 8 (Homo sapiens), Q96LD8. recombinant SENP8. inhibition, % at 20 µM. 360,000 compounds, 0.64% hits. AID 602440, 2012; in the data active = inhibition mostly above about 40%, no sharp cut-off; inactive = mostly below about 27%
SENP8 block-2: SENP8 protease inhibitors, primary screen, biochemical, luminescence; AID 2540, 2010; Sentrin-specific protease 8 (Homo sapiens), Q96LD8; inhibition, % at 10 µM; purified SENP8, Z-RLRGG-aminoluciferin cleavage; 330,000 compounds, 1.2% hits; in the data active = inhibition above about 50%
Numbers without * were called inactive; i = inactive; x = no result given; & = joins results of further samples.

Start of the data: the first 3 compounds, to show the layout:
SMILES	SENP1 FRET inh	SENP6 inh	HKDC1 inh	PfGluPho inh	Apaf1 inhib	SENP7 inh	SENP8 block-1	SENP8 block-2
O=C(CCN1C(=O)/C(=C\c2ccccc2)SC1=S)NNC(=O)c1cccnc1	1	-14	13	-21	6	6	21	8
Fc1cccc(Cl)c1COc1ccc(-c2nnco2)cc1	1	-29	2	-14	2	-5	12	-1
CCN1CCN(c2nnc(-c3ccc(F)cc3)c3ccccc23)CC1	2	-14	-11	-4	2	5	13	-2

The list itself (from the top)
SMILES	SENP1 FRET inh	SENP6 inh	HKDC1 inh	PfGluPho inh	Apaf1 inhib	SENP7 inh	SENP8 block-1	SENP8 block-2
O=C(CCN1C(=O)/C(=C\c2ccccc2)SC1=S)NNC(=O)c1cccnc1	1	-14	13	-21	6	6	21	8
Fc1cccc(Cl)c1COc1ccc(-c2nnco2)cc1	1	-29	2	-14	2	-5	12	-1
CCN1CCN(c2nnc(-c3ccc(F)cc3)c3ccccc23)CC1	2	-14	-11	-4	2	5	13	-2
CC(C)CSc1nnc(N)s1	1	-3	-4	-3	-8	1	17	-1
Cn1cc(C(=O)c2ccc(Cl)cc2Cl)cc1C=O	2	-10	5	-19	-3	4	9	-1
Cc1cc(C)n(-c2nc(NCCCN(C)C)c3c4c(sc3n2)CCCC4)n1	2	-7	-3	8	-7	9	-62	-6
Fc1c(F)c(-n2nnc3ccccc32)c(F)c(F)c1Cl	3	-3	0	3	0	-4	14	11
COc1ccccc1NC(=O)N(O)C1(C#N)CCCCC1	1	x	-3	2	x	x	11	x
O=C(Nc1cccnc1)c1ccc(-c2ccccc2)cc1	1	33	-10	19	7	82*	18	66*
CC1CC(C)CN(c2ccc(NS(=O)(=O)c3ccccc3)cc2C(=O)O)C1 (stereo not drawn)	0	1	2	-5	7	5	3	-5
CC(C)(C)c1ccc(C(=O)Nc2ccc(C(=O)N3CCOCC3)cc2)cc1	1	8	-4	7	13	-4	3	7
COc1ccc(-c2csc(NC(=O)c3ccccc3F)c2C(=O)O)cc1	2	68*	3	47	6	18	-43	60*
CCOC(=O)c1ccc(CNC(=O)CSc2nnc(-c3ccncc3)o2)cc1	0	-19	-8	-21	5	3	11	0
CCOC(=O)C1CCCN(C(=O)Cn2cnc3sc(C)c(S(=O)(=O)N4CCOCC4)c3c2=O)C1 (stereo not drawn)	2	-23	-5	1	7	-8	7	-8
CCc1ccccc1N1CN(Cc2cccnc2)CNC1=S	2	-17	-3	-8	-4	-8	14	-10
COC(=O)c1c(-c2ccccc2)c(-c2ccccc2)nn(C)c1=O	2	5	-2	-17	-10	3	7	5
CC(=O)Nc1ccc(NC(=O)CCSCCc2ccccn2)cc1	1	3	-1	-2	-6	-1	31	1
CCOc1cc(CNCc2ccccc2)ccc1OCc1ccc(Cl)cc1	0	-19	-4	19	26	-15	15	-13
Cc1nc(N)sc1-c1nnc(SCC(=O)Nc2ccccc2C(F)(F)F)n1C	-2	-1	-3	-3	-9	-2	12	-5
CC1C=CCC2C(=O)N(c3ccc(Cl)cc3O)C(=O)C12 (stereo not drawn)	2	-5	-9	14	4	10	14	0
CC(=O)C1=C(O)C(=O)N(Cc2ccccc2)C1c1ccc(N(C)C)cc1 (stereo not drawn)	3	-10	-6	-13	9	-2	-52	-2
COc1cccc(CNC(=O)C2CCN(C(=O)N(C)C)CC2)c1	4	10	-12	-13	-8	0	9	4
Cc1nnc(SCC(=O)Nc2ccc3c4c(cccc24)CC3)n1C	-3	7	-2	-24	-5	-4	-28	-9
CN(C)c1ccnc(Oc2ccc(C(C)(C)C)cc2)c1C#N	1	-26	5	3	17	-11	5	-12
CC(C)C(C)(C#N)NC(=O)CSc1nc2scc(-c3ccco3)c2c(=O)n1-c1ccccc1 (stereo not drawn)	-6	-5	1	16	21	-6	-58	-6

The results go on.
SMILES	SENP1 FRET inh	SENP6 inh	HKDC1 inh	PfGluPho inh	Apaf1 inhib	SENP7 inh	SENP8 block-1	SENP8 block-2
Cc1csc2ncc(C(=O)Nc3cccc(C(F)(F)F)c3)c(=O)n12	-4	-17	-7	-2	12	-2	-429	-1
COC(=O)c1cc(Cl)c(NC(=O)c2cc3ccccc3o2)cc1OC	-19	3	5	-15	2	21	-311	1
Cc1ccc(C(=O)OCC(=O)NCc2ccco2)s1	1	-2	-6	1	9	0	4	1
COc1ccc2cc(C(=O)C3CCCN(C(=O)c4cccnc4)C3)ccc2c1 (stereo not drawn)	1	5	3	11	-1	-2	-331	-3
O=C(Cc1cccs1)NC(c1ccccc1)c1ccccc1	-3	-7	-9	3	8	4	6	7
CCOC(=O)N1CCN(C(=O)COc2cccc3c2CCN(Cc2ccccc2C)C3=O)CC1	0	-15	-9	-8	5	-1	20	-9
COc1cccc(CN2CCN(C(=O)CC(C)C)CC2)c1	2	-6	-4	-9	-15	2	8	-1
COc1ccc(NC(=O)NC(C)c2ccncc2)cc1OC (stereo not drawn)	0	1	-6	8	-21	-1	12	2
Cc1ccc(NCc2nnc(SCCN3CCCCC3)n2CC2CCCO2)c(C)c1 (stereo not drawn)	0	-10	-2	-9	7	-3	14	-3
Cc1nn(CC(=O)Nc2ccc(N3CCOCC3)cc2)c(C)c1[N+](=O)[O-]	3	11	-5	11	-2	1	6	4
C#CC1(O)CCC2C3CCc4cc(O)cc(C)c4C3CCC21C (stereo not drawn)	-1	x	9	-9	x	x	12	x
COc1cc(C(=S)N2CCCCC2)ccc1OCC(=O)N1CCCC1	1	-5	-9	27	1	-3	17	-4
CCCCN(C)S(=O)(=O)c1cc2c(cc1Br)CCN2C(=O)C1CC1	3	x	10	0	x	x	13	x
COc1ccc2[nH]c(=O)c(CN(Cc3cccs3)S(=O)(=O)c3cccc4nsnc34)cc2c1	5	0	-4	12	9	-8	3	-1
O=C(O)c1cc(-c2ccc(/C=C3\NC(=O)N(c4ccccc4)C3=O)o2)ccc1Cl	-39	24	2	31	4	8	i	3
CSc1nc2c(cc1C#N)CCCCC2	1	-7	-7	4	4	-7	4	2
Nc1nn2c(-c3ccccc3)cc(=O)[nH]c2c1N=Nc1ccc(Br)cc1	5	x	-25	-2	x	x	41*	x
Cc1cc(C)c(S(=O)(=O)ON2C(=O)c3ccccc3C2=O)cc1C	-3	-4	3	41	9	-6	-116	-9
CCC(C)NCCOCCOc1ccc(F)cc1 (stereo not drawn)	2	-6	-1	-7	4	-1	15	-3
O=C(CSc1nnc(NC(=O)C2CC2)s1)Nc1ccccc1	0	-2	-4	-3	-5	-8	1	2
CCOC(=O)C(CC)/C(C)=N\NC(=O)c1cccc(C)c1 (stereo not drawn)	2	-7	-11	-12	-6	7	11	4
COc1cc(Cl)c(C)cc1NC(=O)CN1C(=O)C2CC=CCC2C1=O (stereo not drawn)	0	2	-3	-3	-1	9	23	1
COc1cc(/C=N/Nc2ncnc3sc4c(c23)CCC4)ccc1O	-6	x	8	54	x	x	-147	x
O=C(NCCO)c1cccc(Nc2nc(-c3ccccc3)c3cc(Cl)ccc3n2)c1	-31	-10	-8	16	15	13	9	-3
CCC(C)NC(=O)COc1ccc(OCc2ccccc2)cc1 (stereo not drawn)	2	-19	-5	14	3	-1	10	-3

Next section:
SMILES	SENP1 FRET inh	SENP6 inh	HKDC1 inh	PfGluPho inh	Apaf1 inhib	SENP7 inh	SENP8 block-1	SENP8 block-2
Cc1ccc(NC(=O)C2CCCN(C(=O)NCc3ccccc3)C2)c(C)c1 (stereo not drawn)	0	-15	-5	-10	5	3	-4	2
COc1ccc(Cl)cc1-c1nc(SCC(=O)NC2CC2)n[nH]1	5	-9	-6	9	1	-5	5	-4
CC(=O)N1CCc2cc(S(=O)(=O)CCC(=O)N3CCN(c4ccccn4)CC3)ccc21	1	-8	-3	3	6	-9	6	-11
CC(C)CC1Nc2ncnc(N3CCN(c4ccccc4)CC3)c2N(Cc2ccccc2)C1=O (stereo not drawn)	-5&0	9	3	5	20	-5	2&-5	2
COC(=O)c1ccc2nc(-c3ccc(S(C)(=O)=O)cc3)cn2c1	-9	-32	-5	2	1	-3	-445	-15
COCCNC(=O)c1ccc(C(=O)NCCOC)s1	-1	-25	-8	2	-7	-7	26	-8
O=C(NNC(=S)NCc1ccco1)c1ccc(S(=O)(=O)N2CCOCC2)cc1	1	-8	-1	-5	-4	2	-14	5
CC1(C)CC(=O)c2sc(NS(=O)(=O)c3ccccc3)nc2C1	-1	11	-5	-5	2	11	-5	-3
Cc1ccc(C(=O)OCC(=O)NCCc2ccc(F)cc2)cc1S(=O)(=O)N1CCOCC1	0	-2	-7	-1	-11	1	8	14
O=C(CC1Sc2ccccc2NC1=O)NNc1cc(Cl)ccc1Cl (stereo not drawn)	3	x	-4	-4	x	x	16	x
COc1cc(-c2nc(S(=O)(=O)c3ccc(C)cc3)c(N(C)C)o2)cc(OC)c1OC	2	-7	-1	-2	7	-5	-11	6
C=CCOc1ccc(C2C(C(=O)c3cccs3)=C(O)C(=O)N2c2nnc(C)s2)cc1 (stereo not drawn)	52	27	6	-16	7	7	-26	9
CC(Oc1ccc(Cl)cc1Cl)C(=O)N(Cc1ccco1)C1CCS(=O)(=O)C1 (stereo not drawn)	-2	5	-5	-1	3	-1	15	-1
O=C1Nc2ccc(Br)cc2C1(O)Cc1ccccn1 (stereo not drawn)	-1	-2	-2	8	-5	-2	10	-1
CCCn1c(N)c(C(=O)CSc2nnc(C3CC3)n2C2CC2)c(=O)[nH]c1=O	-1	-8	-2	-20	4	9	15	6
O=C(c1ccccc1F)N1CCN(S(=O)(=O)c2ccc(S(=O)(=O)N3CCCCCC3)cc2)CC1	-1	-16	-5	3	-1	-4	15	-4
COc1ccc(C)cc1N(C(=O)COc1cccc(F)c1)c1nc2ccccc2s1	0	2	-4	6	-2	-7	7	-3
CCCCOc1ccc(/C=C/C(=O)OCC(=O)NC2CCS(=O)(=O)C2)cc1OCC (stereo not drawn)	1	-5	-4	9	11	-1	i	-7
Cc1cc2c(SCC(=O)NC3CCCC3)ncnc2s1	1	25	-7	-1	-3	1	7	3
COc1ccc(OC)c(/C=C2\SC(=S)N(C(C(=O)O)c3ccccc3)C2=O)c1 (stereo not drawn)	-25	-18	0	-9	-4	2	-63	-1
O=C(O)CCc1ccc(-c2ccc(F)cc2)n1NC(=O)c1ccco1	-3	7	-2	6	1	-4	-83	-1
COc1ccc([N+](=O)[O-])cc1N1C(=O)c2cccnc2C1=O	0	16	-1	-1	0	-2	-1	11
CCCNC(=O)CN(C)S(=O)(=O)c1c(C)cc(C)cc1C	1	-15	-8	-29	-9	14	28	-7
COc1ccc(C(C)C)cc1S(=O)(=O)NCCCn1ccnc1	-3	-2	-4	-2	6	-7	7	5

Entries listed so far that bear a hit mark in SENP7 inh:
canonical_smiles | SENP1 FRET inh | SENP6 inh | HKDC1 inh | PfGluPho inh | SENP7 inh
O=C(Nc1cccnc1)c1ccc(-c2ccccc2)cc1 | 1 | 33 | -10 | 19 | 82*
